Screening results: PubChem BioAssay, The Scripps Research Institute Molecular Screening Center
PG9 Ab binder: PG9 antibody binding by small molecule. TR-FRET gp120-PG9 antibody binding. inhibition, % at 6.7 µM. 360,000 compounds, 0.43% hits. AID 624416; in the data active = inhibition above about 8.5%
HTRA1 inhibitor: HTRA1 (human) protease inhibition; recombinant HTRA1, FP-rhodamine activity-based probe, fluorescence polarization; inhibition, % at 5.96 µM; 340,000 compounds, 0.5% hits; in the data active = inhibition above about 36%;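 note: 0% = enzyme with DMSO and 100% = wells lacking enzyme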
mABHD4 FP: inhibitors of mouse ABHD4. purified mABHD4, FP-Rh probe fluorescence polarization. Q8VD66. inhibition, % at 8.92 µM. AID 720543. 370,000 compounds, 0.54% hits;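 active = inhibition exceeding the mean over every tested compound plus 3 SD, cut at about 30% in these data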;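 note: 0% = plate median of compound wells and 100% = S159A mutant with DMSO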
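Test system: mABHD4 protein | Buffer or medium: HEPES pH 7.0 buffer, 150 mM NaCl, 0.01% Pluronic F-127 | Probe or stimulus: FP-Rh fluorescent activity-based probe, added after compound pre-incubation | Timing: Pre-incubation 45 min, probe exposure 60 min, at 25 °C | Technique: Fluorescence polarization, excitation 525 nm, emission 598 nm, BODIPY TMR filters | Repeats: Single well per compound (singlicate)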
UHRF1 MBD2 ctr: UHRF1 methyl-DNA binding inhibition; 370,000 compounds, 0.75% hits; AID 687016; UHRF1 binding to methylated oligo, TR-FRET; Q96T88; inhibition, % at 4.4 µM; in the data active = inhibition above about 21%;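 note: UHRF1 SRA domain binding a hemimethylated CpG hairpin DNA probe; 0% = median of test compound wells and 100% = reference inhibitor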
Target sequence (Q96T88 whole entry, looked up, the tested form may be a part): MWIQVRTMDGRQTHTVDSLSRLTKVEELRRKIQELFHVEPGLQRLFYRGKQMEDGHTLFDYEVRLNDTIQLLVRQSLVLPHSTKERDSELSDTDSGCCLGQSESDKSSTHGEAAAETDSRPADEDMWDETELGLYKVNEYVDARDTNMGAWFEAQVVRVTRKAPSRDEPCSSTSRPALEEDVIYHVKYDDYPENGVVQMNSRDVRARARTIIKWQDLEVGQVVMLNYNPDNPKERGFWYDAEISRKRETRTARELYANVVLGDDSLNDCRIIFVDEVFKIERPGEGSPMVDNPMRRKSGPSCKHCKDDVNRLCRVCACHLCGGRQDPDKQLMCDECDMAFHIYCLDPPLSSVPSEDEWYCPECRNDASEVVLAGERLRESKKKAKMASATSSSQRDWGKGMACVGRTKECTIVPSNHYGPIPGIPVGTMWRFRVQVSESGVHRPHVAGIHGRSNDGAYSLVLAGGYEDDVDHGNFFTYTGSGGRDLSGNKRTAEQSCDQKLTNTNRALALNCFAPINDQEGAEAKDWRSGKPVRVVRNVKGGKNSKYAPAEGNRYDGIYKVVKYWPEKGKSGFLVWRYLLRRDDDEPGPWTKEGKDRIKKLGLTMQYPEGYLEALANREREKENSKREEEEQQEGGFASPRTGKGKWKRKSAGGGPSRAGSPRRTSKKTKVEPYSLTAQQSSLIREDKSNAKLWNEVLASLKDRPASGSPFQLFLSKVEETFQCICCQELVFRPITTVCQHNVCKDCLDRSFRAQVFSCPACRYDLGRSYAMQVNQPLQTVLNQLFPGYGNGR
SIAE inh: inhibitors of human sialic acid acetylesterase SIAE. SIAE FP-Rh probe binding, fluorescence polarization. AID 1053197. 370,000 compounds, 0.69% hits. inhibition, % at 9.66 µM;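 active = inhibition above a cutoff: mean of compounds within the control limits plus 3 SD of those, cut at about 17% in these data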;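 note: 0% = plate median of compound wells and 100% = probe without SIAE protein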
DDE Tn7 FP inh: disrupts Tn7 cyclic peptide binding to fibrin D-Dimer-E complex. FP displacement of FITC-Tn7 peptide from fibrin DD(E); 0% = median of compound wells per plate. inhibition, % at 8.3 µM. 370,000 compounds, 0.13% hits. AID 720508;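 active = inhibition above the mean of compounds falling within the control limits plus 3 SD of them, cut at about 14% in these data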;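 note: 0% = plate median of compound wells and 100% = 10 µM Aha-Tn7 peptide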
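Measure: % inhibition scaled between sample-field median and high-control FP; Test system: human fibrin DD(E); Quantity: 2 µM final DD(E) protein; Doses: one dose, 8.3 µM nominal; Schedule: compound with protein 10 min, then 3 h after probe, room temperature; Detection: fluorescence polarization; Medium: Tris buffer with calcium and detergent, pH 7.8.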
TDP2 absorb: TDP2 (human) inhibition, absorbance primary screen | O95551 | recombinant TDP2, T5PNP hydrolysis, p-nitrophenol absorbance 415 nm | inhibition, % at 12.8 µM | 370,000 compounds, 0.34% hits;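 active = inhibition above the mean of all tested compounds plus 3 SD, set per campaign, cut at about 25% in these data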;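 note: 0% = DMSO with enzyme and 100% = buffer with substrate but no TDP2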
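Read-out basis: percent inhibition. System: recombinant human TDP2. Buffer or medium: Mg2+-containing Tris-HCl buffer, pH 7.5. Repeats: single replicate. Timing: reaction 2 h, 37 °C. Benchmarks: high control without enzyme, low control DMSO plus TDP2. Probe or stimulus: 5 mM T5PNP. Doses: 12.8 µM only. Measured by: epi absorbance of p-nitrophenol freed from T5PNP by hydrolysis.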
LEDGF integ inh: blocks HIV-1 LEDGF/p75-dependent DNA integration | TR-FRET IN-LEDGF/p75 DNA integration, Eu/Cy5 | inhibition, % at 3.7 µM | 370,000 compounds, 0.64% hits;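 active = inhibition above the screen-wide mean plus 3 SD, cut at about 13% in these data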;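 note: signal is the Cy5 over europium emission ratio at 671 and 618 nm; 0% = plate median of compound wells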
TCR-CD3 inh: inhibitors of human TCR-CD3 interaction. TAMRA-labeled TCR probe fluorescence, biochemical. 360,000 compounds, 0.37% hits. inhibition, % at 9.4 µM. AID 651800; in the data active = inhibition above about 19%;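 note: recombinant mutant TCR 2C K166C tagged with TAMRA read by polarization; 0% = receptor in buffer alone and 100% = receptor with positive control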
PRMT1 FP inh: PRMT1 (human) inhibition, primary screen. inhibition, % at 2.79 µM. AID 652257. recombinant PRMT1, activity-based probe fluorescence polarization. 370,000 compounds, 1.3% hits. Q99873;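 active = inhibition above about 21% made by adding two undisclosed values, limit read from the data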
* hit, by the source's call; x = no result given.

| TDP2 absorb | SIAE inh | UHRF1 MBD2 ctr | PRMT1 FP inh | HTRA1 inhibitor | LEDGF integ inh | TCR-CD3 inh | DDE Tn7 FP inh | PG9 Ab binder | mABHD4 FP | Structure |
| --- | --- | --- | --- | --- | --- | --- | --- | --- | --- | --- |
| -4 | -3 | 1 | -1 | 2 | 0 | 10 | 4 | -0.1 | 0 | COc1ccc(Oc2cc(F)nc(N)n2)cc1 |
| -4 | 0 | 0 | 5 | x | -1 | 0 | 3 | -1.3 | -22 | CCCCC[C@H](C)N1C[C@H](COCc2ccccc2)Oc2cc(N3CC[C@H](O)C3)ccc2S1(=O)=O |
| -3 | -5 | 0 | 1 | -39 | 0 | 0 | -5 | 1.1 | -12 | COc1ccccc1/C=N/NC(=O)c1nnn(-c2nonc2N)c1CN(C)c1ccccc1 |
| 9 | 2 | -1 | -2 | x | -2 | -2 | -3 | 0.7 | -2 | CCCCN1C(=O)C(CC(=O)NCc2ccco2)CC(C(=O)N2CCCCCC2)=C1C (configuration not stated) |
| -2 | 5 | 0 | 8 | 11 | 2 | -2 | -6 | -1.0 | 7 | CC(C)c1cc(C(=O)NCc2ccco2)no1 |
| 12 | -1 | 6 | -1 | 4 | 3 | 5 | -1 | 0.2 | -7 | O=CN1CCN(S(=O)(=O)c2ccc(S(=O)(=O)NC3CCCCC3)cc2)CC1 |
| 3 | 6 | 4 | 0 | 1 | -1 | -2 | 1 | -0.3 | 2 | COc1ccc(C2CC23N=C(c2ccccc2)OC3=O)cc1 (configuration not stated) |
| -1 | -8 | 0 | 3 | x | -3 | -1 | 7 | -1.4 | 2 | COc1ccc(/C=N/NC(=O)Cn2ccnc2C)cc1OC |
| 8 | 3 | 0 | 0 | -13 | 2 | 2 | 4 | 0.4 | 5 | CCCOc1ccc2ccccc2c1/C=N/n1cnnc1 |
| 0 | 11 | 2 | -3 | -1 | 3 | -1 | 3 | -2.6 | -1 | CCc1ccc(C(=O)COC(=O)c2ccc(-c3nnc(-c4ccccc4)o3)cc2)cc1 |
| 0 | 0 | -5 | -2 | -9 | 2 | 2 | -7 | -1.7 | -7 | CC(C)=CCC(C)(C)C1OCCN1C(=O)Nc1ccccc1 (configuration not stated) |
| 11 | -2 | -2 | -3 | 0 | -1 | 0 | -4 | -1.3 | 1 | COc1ccccc1C(=O)NCC(=O)n1nc(C)cc1C |
| -3 | -27 | -7 | 3 | -19 | 2 | -1 | 1 | -1.1 | -12 | Cc1cc(C=C2C(=O)c3ccccc3C2=O)c(C)n1-c1cccc(C(=O)O)c1 |
| 2 | 2 | -1 | 1 | 4 | -1 | -2 | 2 | 0.0 | -8 | Cc1cccc(OCC(=O)Oc2ccc(Cl)cc2)c1 |
| 12 | 7 | -2 | -1 | -1 | 1 | 2 | -5 | -2.4 | 1 | COc1ccccc1N1CCN(C(=O)CCCNC(=O)Cn2cnc3sc(C)c(C)c3c2=O)CC1 |
| 4 | 8 | -1 | 1 | -2 | 2 | 0 | 3 | 2.3 | 2 | COC(=O)c1ccc(Cn2nc(C)cc2C)cc1 |
| 6 | -1 | 3 | 0 | -3 | 1 | 2 | -6 | -0.4 | -1 | CCOc1c2ccc(C(=O)N[C@H](C)C3CCCCC3)cc2nn1CCOC |
| -1 | -1 | 6 | 86* | 3 | -1 | -5 | -7 | 0.1 | 12 | CCOc1ccc(N)c(SSc2cc(OCC)ccc2N)c1 |
| -20 | -4 | 0 | -4 | -3 | -5 | -4 | -5 | -1.2 | -12 | O=C(NC(=S)NCC1CCCO1)c1cccc([N+](=O)[O-])c1 (configuration not stated) |
| 12 | -4 | 0 | 1 | 3 | -3 | -1 | 1 | -2.5 | 4 | CC(C)NC(=O)c1cc(-c2ccc3c(c2)OCO3)on1 |
| -9 | 3 | 0 | 7 | 2 | 0 | 3 | -3 | -2.6 | 0 | O=C(CSCCc1ccccn1)Nc1ccc(Br)cn1 |
| -6 | -1 | -3 | 1 | -8 | -1 | 5 | 12 | -0.7 | -3 | COc1cc(/C=C/C(=O)OCC(=O)c2ccc(OC(F)F)cc2)ccc1O |
| 2 | -6 | -2 | 0 | -2 | 0 | 2 | 4 | -4.7 | 24 | CCOc1ccc2c(c1)c(N=Nc1cccc(C(=O)O)c1)c(O)n2C |
| 2 | 2 | 0 | 2 | -17 | 2 | -2 | 0 | -0.4 | 1 | COc1ccccc1CN(C)C(=O)c1ccccc1Sc1ccccc1C#N |
| 3 | -9 | 0 | -1 | -2 | 2 | -3 | 0 | -2.1 | 6 | OCC[C@@H]1C[C@@H](O)[C@H](O)[C@]2(OCCCc3ccccc32)O1 |
| 5 | 0 | 0 | 1 | x | -1 | 5 | -3 | -1.9 | -7 | O=C(/C=C/c1ccccc1)Nc1cccc(C(=O)NCc2ccccc2)c1 |
| -2 | -7 | 5 | 1 | 5 | 2 | -9 | 3 | 0.9 | -14 | C[C@H]1COC(=O)CC/C=C\C[C@H](CC(=O)N(CCO)Cc2ccccc2)C(=O)N1 |
| 7 | 3 | 1 | 5 | 4 | -2 | -2 | 3 | -2.8 | 13 | CC1=N/C(=C\c2ccc3c(c2)OCO3)C(=O)N1c1ccc(C(=O)O)cc1 |
| -1 | -2 | 1 | 3 | -4 | 0 | -8 | -2 | -0.1 | -3 | CC1CCCCN1C(=O)Nc1ccccc1Cl (configuration not stated) |
| -6 | 1 | -2 | 3 | 2 | 2 | -2 | -8 | -2.2 | 4 | Cc1ccc(-c2nc3ccccc3n2C)o1 |
| 1 | 3 | 0 | -2 | 0 | 0 | 0 | 3 | 0.1 | 3 | O=C(O)C1(Nc2ccc(Cl)cc2)CCCC1 |
| -4 | -1 | -1 | -5 | x | -2 | -9 | -5 | -0.5 | 7 | COc1ccc(Cn2cnc3c4cc(F)ccc4n(C)c3c2=O)cc1 |
| 1 | 1 | 1 | 2 | -17 | 1 | 5 | -10 | 0.2 | -12 | C=C(C)COc1ccc(-c2ncncc2-c2ccc(Br)cc2)c(O)c1 |
| 2 | 15 | -3 | 0 | 7 | 2 | 1 | -4 | 0.6 | 1 | c1ccc(-c2nnc(C3CC(c4ccncc4)=NO3)o2)cc1 (configuration not stated) |
| 4 | 5 | 8 | 1 | 9 | -3 | -4 | 2 | 1.6 | -10 | CCOC(=O)/C(N)=C/c1ncc(C(F)(F)F)cc1Cl |
| 1 | -5 | -2 | -1 | 8 | 2 | 9 | 3 | 0.9 | 0 | O=C(NCc1cccs1)C1CCN(c2nccs2)CC1 |
| 13 | 9 | 21* | 3 | 3 | 1 | 8 | -1 | -2.8 | 7 | CC(=O)Nc1ccc(Sc2ccccc2C(=O)O)cn1 |
| 5 | -2 | 2 | -2 | -5 | 3 | 10 | 6 | -0.1 | 34* | Cc1cc(C(=O)O)cc(S(=O)(=O)Nc2ccccc2C(=O)NC(C)c2ccccc2)c1C (configuration not stated) |
| -7 | 8 | -1 | -2 | 1 | 53* | 2 | -4 | -1.6 | 2 | COc1ccc(NCC(=O)N2CCCC2)cc1Cl |
| 3 | -4 | 2 | 1 | -4 | -2 | 2 | -5 | 0.0 | -6 | Cc1cc(C)cc(NC(=O)N2CCC(NC(=O)c3ccc(F)cc3)CC2)c1 |
| -4 | -1 | 0 | -3 | 4 | 4 | 4 | 1 | -1.7 | 6 | CCOC(=O)C(NC(=O)CC)(Nc1ccc(S(N)(=O)=O)cc1)C(F)(F)F (configuration not stated) |
| -8 | -1 | 6 | -1 | 1 | -2 | 0 | 2 | 0.0 | -1 | COc1cc(NC(=O)CN2C(=O)c3ccccc3S2(=O)=O)c(OC)cc1Cl |
| 3 | 2 | 0 | 2 | 5 | -2 | 0 | 2 | -3.5 | 7 | Cc1cs/c(=N\N=C\c2cccc([N+](=O)[O-])c2)n1Cc1ccco1 |
| 8 | -12 | 0 | 1 | -11 | 4 | 2 | -2 | -2.2 | 7 | CC(C)c1ccc(C2c3[nH]c4ccccc4c3C[C@H]3C(=O)N(c4ccccc4C(=O)N4CCC[C@@H]4C(=O)O)C(=O)N23)cc1 (some centres not stated) |
| 5 | -4 | 2 | 4 | -6 | -8 | 0 | 7 | -0.1 | -9 | N#Cc1ccc(S(=O)(=O)N2CCc3[nH]c4ccc(F)cc4c3C2)cc1 |
| 6 | -1 | 0 | -1 | x | 3 | -2 | -2 | -1.1 | 4 | COc1ccccc1C(=O)NCC[N+](C)(C)C |
| 16 | 1 | 2 | 1 | 0 | 4 | 0 | -7 | -0.9 | 13 | Cc1csc(NC(=O)CN2CCCCCC2)n1 |
| -4 | -7 | -2 | -4 | 1 | 2 | 10 | 4 | 0.7 | 1 | COc1ccc(CN2CCC(CO)(CCOc3ccccc3)CC2)cc1C |
| 4 | 3 | 0 | 3 | -5 | 0 | -2 | -1 | 1.8 | 11 | COC(=O)CNc1nc(-c2ccncc2)nc2ccccc12 |
| -3 | -3 | -2 | -1 | x | -4 | 10 | 2 | -1.2 | -8 | O=C(Oc1ccccc1O)c1cccc2ccccc12 |

Copied from above, seven compounds:
| TDP2 absorb | SIAE inh | UHRF1 MBD2 ctr | PRMT1 FP inh | HTRA1 inhibitor | LEDGF integ inh | TCR-CD3 inh | DDE Tn7 FP inh | PG9 Ab binder | mABHD4 FP | Structure |
| --- | --- | --- | --- | --- | --- | --- | --- | --- | --- | --- |
| 8 | -12 | 0 | 1 | -11 | 4 | 2 | -2 | -2.2 | 7 | CC(C)c1ccc(C2c3[nH]c4ccccc4c3C[C@H]3C(=O)N(c4ccccc4C(=O)N4CCC[C@@H]4C(=O)O)C(=O)N23)cc1 (some centres not stated) |
| 5 | -4 | 2 | 4 | -6 | -8 | 0 | 7 | -0.1 | -9 | N#Cc1ccc(S(=O)(=O)N2CCc3[nH]c4ccc(F)cc4c3C2)cc1 |
| 6 | -1 | 0 | -1 | x | 3 | -2 | -2 | -1.1 | 4 | COc1ccccc1C(=O)NCC[N+](C)(C)C |
| 16 | 1 | 2 | 1 | 0 | 4 | 0 | -7 | -0.9 | 13 | Cc1csc(NC(=O)CN2CCCCCC2)n1 |
| -4 | -7 | -2 | -4 | 1 | 2 | 10 | 4 | 0.7 | 1 | COc1ccc(CN2CCC(CO)(CCOc3ccccc3)CC2)cc1C |
| 4 | 3 | 0 | 3 | -5 | 0 | -2 | -1 | 1.8 | 11 | COC(=O)CNc1nc(-c2ccncc2)nc2ccccc12 |
| -3 | -3 | -2 | -1 | x | -4 | 10 | 2 | -1.2 | -8 | O=C(Oc1ccccc1O)c1cccc2ccccc12 |
